# AI-2 QS modul – modulators of Vibrio harveyi AI-2 quorum sensing system | activity change, % at 7.5 µM | Vibrio harveyi JMH597 AI-2 luminescence/OD600 ratio, 9 h; hits give low values; strain lacks LuxN and CqsS sensors; 0 = neutral-control median | AID 2094 | 0.4% of 300,000 active; in the data active = activity change below about -75%, passing the limit was not always enough; inconclusive = no clear call, values can overlap the other calls;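 also: luminescence divided by OD600 gain over 9 h not by final OD600 alone; inactives centre near 13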
# HSF1 activator – increases HSF-1 driven luciferase reporter signal. activation, % at 9 µM. AID 504408. NIH3T3-HGL HSF-1 luciferase reporter, MG132, 8 h; 100% = twice DMSO control signal. 1.7% of 300,000 active;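 active = mean replicate activation of at least 50% with a set share of replicates each reaching 50%; inconclusive = only one of those two conditions met; inactive = mean below 50% and too few replicates reaching it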;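 also: 0% = median of the neutral control wells and 100% = twice that signal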
# KLF5 inh – inhibitors of KLF5 expression | DLD-1 KLF5 promoter-luciferase reporter, luminescence | inhibition, % at 5 µM | 0.23% of 290,000 active | AID 1700;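 active = inhibition above a per-plate limit of that plate's mean compound inhibition plus 3 SD, cut at about 60% in these data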;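 also: 0% = DMSO wells and 100% = LY294002 at 200 µM; higher means less KLF5 promoter-driven luciferase light; inactives centre near -14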
# aSyn 5UTR inh – MLPCN primary screen, SNCA 5' untranslated region; inhibition, % (tested at 7.5 µM); alpha-synuclein 5'UTR reporter, inhibitor activity; AID 1813; 0.82% of 300,000 active; in the data active = inhibition above about 60%; inconclusive = no clear call, values can overlap the other calls;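 also: H4 neuroglioblastoma cells stably carrying SNCA 5'UTR luciferase fusion; 0% = DMSO wells and 100% = positive control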
# HSF1 inhib – HSF1 inhibition; NIH3T3-HGL HSE-luciferase, MG132-induced, luminescence 8 h; hits give low values; activity change, negative = inhibition, % at 7.5 µM (by protocol); 0.77% of 300,000 active;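 active = more than half of replicate wells show activity change below -50%, luminescence cut by over half; inconclusive = some wells, but at most half, below -50%; inactive = no replicate well below -50%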;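 also: luciferase reports HSF-1 transcriptional activity via heat shock element; 0% = median of DMSO wells and -100% = zero luminescence signal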
# HSP90 inh – inhibitors of HSP90 luciferase refolding in rabbit reticulocyte lysate; luciferase refolding luminescence, 3 h; inhibition, % at 5.6 µM; 0.91% of 290,000 active; AID 1789;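 active = inhibition above the screen-wide mean plus 3 SD, computed separately per campaign, cut at about 16% in these data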;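 also: 0% = DMSO wells and 100% = 60 µM geldanamycin wells; inhibitors lower the luminescence because luciferase stays unfolded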
# Platelet DG rel – platelet dense granule release activity | 0.22% of 300,000 active | inhibition, %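 (compounds screened at 7.5 µM in platelet-rich plasma)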 | human platelet-rich plasma, SFLLRN dense granule ATP release, luminescence;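 active = mean replicate score, as percent of positive control, at or above 50; inconclusive = mean below 50 but at least one replicate at or above 50; inactive = mean and every replicate below 50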
# HIF activator – HIF pathway transcriptional activation; U2OS HRE-luciferase reporter, luminescence; normalized: DMSO 0%, desferrioxamine 100%; activation, % at 7.5 µM (by protocol); 0.32% of 300,000 active;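 active = mean activation of at least 10% of the iron chelator positive control signal, with at least half of replicates also reaching 10%; inconclusive = mean and replicate majority disagree about reaching 10%; inactive = mean and most replicates under 10%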
# HDAC3 inhib – human HDAC3 inhibition; O15379; recombinant HDAC3, fluorogenic peptide/trypsin coupled, fluorescence; inhibition, % at 8.3 µM; 0.15% of 320,000 active; AID 2718; in the data active = inhibition above about 26%, passing the limit was not always enough; inconclusive = no clear call, values can overlap the other calls
# Target sequence (O15379 whole entry, looked up): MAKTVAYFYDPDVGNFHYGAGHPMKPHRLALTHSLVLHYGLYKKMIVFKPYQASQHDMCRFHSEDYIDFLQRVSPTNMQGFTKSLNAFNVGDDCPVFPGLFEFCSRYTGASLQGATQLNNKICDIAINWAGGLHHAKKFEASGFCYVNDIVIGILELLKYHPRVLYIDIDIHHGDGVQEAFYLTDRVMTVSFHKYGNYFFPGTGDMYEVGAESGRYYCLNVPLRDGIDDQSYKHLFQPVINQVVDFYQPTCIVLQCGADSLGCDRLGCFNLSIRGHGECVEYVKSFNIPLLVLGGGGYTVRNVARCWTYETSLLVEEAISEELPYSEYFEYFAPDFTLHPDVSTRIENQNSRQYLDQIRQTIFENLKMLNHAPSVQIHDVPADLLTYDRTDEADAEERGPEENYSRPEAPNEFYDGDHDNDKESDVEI
# IEC-6 cytotox – IEC-6 cytotoxicity, counter-screen for KLF5 inhibitors; luminescence viability; inhibition, % at 5 µM; AID 1825; 0.78% of 290,000 active; in the data active = inhibition above about 22%;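 also: 0% = plate median of test compound wells and 100% = cytotoxic reference compound wells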
# Numbers without * were called inactive; ? = inconclusive; · = not tested or not shown.
# Value order – HSF1 inhib	KLF5 inh	HSF1 activator	IEC-6 cytotox	HSP90 inh	aSyn 5UTR inh	HDAC3 inhib	Platelet DG rel	HIF activator	AI-2 QS modul
- OCC1(CCOc2ccccc2)CCN(Cc2cccn2-c2ncccn2)CC1
 : -4	-16	6	-3	0	-17	-4	1	-0.1	12
- CC(=O)Nc1cccc(/C(C)=N/NC(=O)c2cc(-c3ccncc3)nc3ccccc23)c1
 : -7	22	-1	15	-3	-5	-2	-2	-0.1	6
- CCN(CC)C(=O)CSc1nnc(-c2ccccc2)n1N
 : -5	-32	6	-4	-1	-17	-2	3	0.1	14
- Cc1onc(-c2c(Cl)cccc2Cl)c1C(=O)N=C(N)N1CCCC1
 : -5	-10	3	1	-1	-6	2	20	28*	15
- O=C(NC1CCCCC1)c1cc(-c2ccccn2)nc2ccccc12
 : 2	-47	3	5	5	27	0	0	0.4	14
- O=C(Nc1nnc(-c2ccc(Cl)cc2)o1)Nc1ccccc1Cl
 : 1	-12	-1	2	1	6	-3	-1	0.6	13
- COCC(=O)N1CCC(Oc2ccc(C(=O)N3CCN(C)C[C@@H]3C(C)C)cc2)CC1
 : 0	-28	41	-1	0	-3	·	3	0.8	4
- O=C(NCC1CCCO1)c1ccccc1S(=O)(=O)c1ccc([N+](=O)[O-])cc1 (stereo unspecified)
 : -9	15	5	-9	-5	-2	4	-5	0.2	4
- O=c1c2ccccc2nc2c3ccccc3c(NCCN3CCOCC3)nn12
 : 19	1	19	2	2	-345	-25	-4	26*	10
- COc1ccc(C(=O)NNC(=O)c2cc3cccc(OC)c3oc2=O)cc1
 : -3	-40	5	-2	-2	-25	6	2	-0.2	19
- COC(=O)c1cc(-c2c(C)nn(-c3ccccc3)c2C)n[nH]1
 : 10	-32	0	1	-2	-87	1	-7	2.8	19
- S=c1[nH]nc(-c2cc(-c3ccccc3)n[nH]2)n1/N=C/c1ccc(Br)s1
 : 2	-2	0	-10	0	26	2	0	-0.2	39
- COc1ccc(C2=NOC(Cn3nc(C(=O)O)cc3-c3ccccc3)C2)cc1 (stereo unspecified)
 : -2	-26	-6	-3	1	-7	-2	0	0.2	7
- COCCN(C(=O)CCC(=O)Nc1cccnc1)C(C(=O)NC1CCCCC1)c1ccccc1 (stereo unspecified)
 : 4	-6	11	-3	0	-25	0	-1	-0.4	16
- O=C(Cc1ccc(Cl)c(Cl)c1)Nc1cccc2ncccc12
 : 6	2	23	6	4	4	-11	4	-1.4	18
- CCN(CC)CCNC(=O)c1ccc(NC(=O)CC(NC(=O)c2ccccc2Cl)c2ccccc2)cc1 (stereo unspecified)
 : -7	-24	6	-1	-4	-22	2	13	-0.9	15
- CS(=O)(=O)N1CCN(c2ccc(NC(=O)c3ccc(Br)o3)cc2)CC1
 : 18	-65	7	-7	-2	-123	7	5	2.8	2
- COc1ccc(C(=O)N/C(=C\c2cn(C)c3ccccc23)C(=O)N2CCN(C)CC2)cc1
 : 3	-52	9	0	9	7	3	-3	-0.4	-1
- COc1ccc(NC(=O)N2CCC(O)(c3cccnc3)CC2)c(OC)c1
 : 1	-11	-1	1	-1	-8	0	2	0.4	-3
- CCCCc1ccc(NC(=O)COc2ccc(C(=O)Nc3ccccc3C)cc2)cc1
 : -31	-18	-22	3	1	26	1	-4	-1.2	0
- O=C(Nc1nccs1)c1ccc(N2C(=O)[C@@H]3[C@H](C2=O)[C@H]2C=C[C@@H]3C2)cc1
 : 10	-94	36	0	0	-147	8	-4	1.5	18
- CCn1cc(S(=O)(=O)CC(=O)Nc2cc(C)on2)c2ccccc21
 : -3	-20	-5	-1	-1	12	·	3	0.5	18
- O=C(CS(=O)(=O)c1c[nH]c2ccccc12)N1CCc2ccccc21
 : 4	-19	8	5	3	4	-1	7	0.6	9
- O=C(CCCCCN1C(=O)c2cccc3cccc(c23)C1=O)NCc1ccco1
 : 0	5	14	-4	-1	-21	-3	9	0.5	10
- Clc1cc(Cl)c(OCCCCn2cncn2)c(Cl)c1
 : 5	-24	-10	0	-1	-3	4	8	-1.1	25
- O=C(O)CCC1c2cc3c4cc2OC2Oc5cc6c(cc51)C(CCC(=O)O)c1cc5c7cc1OC(O6)c1cc6cc(c1)Oc1cc(cc(C(=O)O)c1)Oc1cc8cc(c1)C(Oc1cc(c(cc1C5CCC(=O)O)C3CCC(=O)O)OC(O4)c1cc(cc(c1)Oc1cc(cc(C(=O)O)c1)O8)Oc1cc(cc(C(=O)O)c1)Oc1cc(cc2c1)Oc1cc(cc(C(=O)O)c1)O6)O7 (stereo unspecified)
 : -7	·	6	·	·	-7	-17	2	0.4	-31
- OC(COCc1ccccc1)CN1CCCCC1 (stereo unspecified)
 : -1	-11	-4	6	-3	-13	0	0	-0.8	17
- COc1ccc(C(=O)NC2CC3CCCC(C2)N3CC(C)C)cc1OC (stereo unspecified)
 : -7	-20	-1	3	3	18	-5	1	0.7	-1
- COc1cc(NC(=O)C23CC4CC(C2)CC(n2cnc([N+](=O)[O-])n2)(C4)C3)cc(OC)c1
 : 2	-12	-8	-3	-1	23	6	-16	-0.3	-23
- Cn1nnnc1SCc1ccccc1[N+](=O)[O-]
 : -5	-15	3	0	0	10	-8	1	-0.3	13
- COc1cccc(CNC(=O)c2nnn(CC(=O)Nc3cc(C)ccc3C)c2N)c1
 : 1	-3	0	0	0	-5	3	-2	-1.4	16
- CC(C)c1nnc(NC(=O)CSc2ccccc2)s1
 : 6	0	12	-6	-3	-40	-3	-8	1.2	12
- O=C(CSc1nnc(-c2ccc(Cl)s2)o1)N1CCCc2ccccc21
 : ·	-5	·	5	2	·	·	·	·	40
- COC(CNC(=O)c1coc2nc3ccccc3nc12)OC
 : 4	-23	11	-1	-8	-4	·	-1	0.3	7
- CCOC(=O)C1CCN(CC(=O)N(CC(C)C)c2c(N)n(CC(C)C)c(=O)[nH]c2=O)CC1
 : 1	-13	9	7	4	-3	2	-3	-0.1	21
- CN(C)c1cccc(C(=O)OCC(=O)N2CCc3ccccc3C2)c1
 : -3	-26	4	-11	5	2	-6	-4	0.3	17
- O=c1cnn([C@@H]2O[C@H](CO)[C@@H](O)[C@H]2O)c(=O)[nH]1
 : 20	40	22	16	1	8	3	0	0.0	102
- O=C(CCCOc1ccc(Cl)cc1Cl)N/N=C/c1ccccc1
 : 1	1	-2	-2	1	0	16	4	1.2	26
- COc1ccc(/C=C(\NC(=O)c2ccccc2)C(=O)N2CCCCC2)cc1OC
 : -4	-22	-15	-3	1	24	6	4	0.7	2
- Cc1ccc(C(=O)NCCC(=O)N2CCCC2)cc1
 : 15	-154	18	2	2	-146	-4	·	3.3	28
- CN(C)CCCN(C(=O)c1ccc(S(=O)(=O)N2CCCCC2)cc1)c1nc2cc3c(cc2s1)OCO3
 : -29	1	-45	2	3	-12	·	-1	0.1	-8
- Cc1ccc(-c2csc3ncnc(OCC(=O)NC(=O)NCc4ccco4)c23)cc1
 : -10	3	-26	3	2	18	-1	-9	0.1	6
- NS(=O)(=O)c1ccc(Nc2nc(-c3ccc(O)cc3)cs2)cc1
 : -4	-10	2	-3	8	21	3	6	-0.2	13
- C=CCOc1ccc(C2CC(C)=NN2c2ccccc2)cc1 (stereo unspecified)
 : 1	-26	10	-8	-3	-56	8	-3	0.5	19
- COc1ccccc1-c1noc(-c2ccccc2C(=O)NCC2CCCO2)n1 (stereo unspecified)
 : -2	-15	-23	3	1	0	-4	5	0.1	21
- COc1cccc(NC(=O)c2ccccc2-c2nc(-c3ccc(F)cc3)no2)c1
 : 2	13	-1	0	1	-31	12	1	0.0	14
- Cc1nc2c(F)c(F)c(C(F)(F)F)c(F)c2[nH]1
 : 2	-13	29	7	0	5	-3	1	-0.1	13
- CCCCn1c(N)c(N(CC)C(=O)c2cccc(OC)c2)c(=O)[nH]c1=O
 : -7	4	17	-2	-9	0	4	6	-1.2	23
- O=C(C1=C[C@H](c2csc3ccccc23)C[C@H](OCCCCO)O1)N1CCOCC1
 : -39	-30	-53	-2	6	12	-2	-2	-0.9	7
- COc1ccc(NC(=O)N2CCc3ccccc3C2)cc1
 : 8	-135	2	-3	-7	-36	8	4	2.2	7
- COc1ccc(NC(=O)c2ccccc2NC(=O)CSc2ccccc2)cc1
 : 10	-26	12	4	-5	-79	3	6	0.9	11
- CCOC(=O)c1cn2nc(Oc3ccc(C#N)cc3)ccc2n1
 : 1	-20	17	6	1	-6	-2	3	-0.5	30
- O=C(O)c1ccccc1O
 : -4	-16	0	-5	-5	-13	1	14	-0.1	31
- O=[N+]([O-])c1ccc(NCCCN2CCOCC2)c(Cl)c1
 : -6	-25	-2	-13	-5	-16	3	-4	0.5	24
- O=C(c1ccc(COc2ccc(F)cc2)o1)n1cccn1
 : -5	-7	-4	0	-2	-25	21	11	0.5	30
- CCCCNc1nc(=S)[nH]c2cc(OC)c(OC)cc12
 : -3	-15	-8	9	0	-23	12	10	0.5	33
- Cc1ccc(N2CCN(/N=C/c3c(C)nn(-c4ccccc4)c3Cl)CC2)cc1
 : -1	-13	16	0	1	-6	-2	-2	-0.2	11
- O=C(O)C[C@H]1c2ccccc2S(=O)(=O)N1C1CCCC1
 : -9	·	-2	·	·	13	-4	9	1.2	22
- CNc1cnn(-c2ccccc2)c(=O)c1Cl
 : 8	-12	20	2	1	-24	11	3	1.2	20
- FC(F)(F)c1cccc(N/N=C/c2ccccc2)c1
 : ·	-1	·	5	1	·	7	·	·	·

# (listing goes on)
# Value order – HSF1 inhib	KLF5 inh	HSF1 activator	IEC-6 cytotox	HSP90 inh	aSyn 5UTR inh	HDAC3 inhib	Platelet DG rel	HIF activator	AI-2 QS modul
- Cc1cccn2cc(-c3ccc(NC(=O)Cc4ccccc4)cc3)nc12
 : 2	-33	14	-2	0	-6	-1	1	-0.1	31
- COc1ccc(Cn2nnnc2C(c2cc3ccc(OC)cc3[nH]c2=O)N2CCCCCC2)cc1 (stereo unspecified)
 : 2	-30	-1	-7	4	-7	2	-8	0.3	27
- COc1ccc(Cc2nc3ccc(C(=O)N4CCC[C@H]4CO)cc3o2)cc1
 : 4	-41	10	-1	-4	17	6	3	-0.3	29
- NC(=O)CN(N=Nc1cccc([N+](=O)[O-])c1)c1cccc([N+](=O)[O-])c1
 : -13	-2	-31	4	1	-30	1	-9	0.4	11
- Cc1sc2ncnc(SCC(=O)N3c4ccccc4Sc4ccc(Cl)cc43)c2c1C
 : -8	-2	5	0	1	5	0	-48	0.9	23
- Cn1c(C2=C(O)CN(c3ccccc3)C2=N)nc2ccccc21
 : 0	-14	-5	1	3	-45	?	4	0.2	4
- O=C(Nc1ccccc1F)c1ccc(Cn2cc(Cl)cn2)cc1
 : 3	-29	19	1	0	-84	5	3	1.1	15
- CCC(=O)n1nc(-c2ccco2)nc1SCc1ccccc1
 : 13	-54	37	2	0	-74	3	-2	-32	14
- COc1cc(NC(=O)C2CCCN(S(=O)(=O)c3cccc4nsnc34)C2)cc(OC)c1 (stereo unspecified)
 : -8	-27	-9	6	0	0	1	-4	-1.1	21
- CC(O)CCc1ccc(O)cc1 (stereo unspecified)
 : -36	-31	-51	-4	-2	7	-1	7	0.1	2
- O=C(NCCCN1CCOCC1)c1ccc(CS(=O)(=O)Cc2ccccc2Cl)o1
 : -7	-18	-7	-12	0	14	2	0	0.5	3

# Source: PubChem
